Screens as filed in PubChem.
All columns: NCI-60 one-dose screen, growth in % after 48 h at 10 µM unless noted; 100 = growth as untreated, 0 = no growth, -100 = all killed.
MALME-3M: MALME-3M melanoma; 78,000 tested, 5.8% active; AID 1794766
LOX IMVI: LOX IMVI melanoma; 79,000 tested, 7.4% active; AID 1794757
SK-MEL-2: SK-MEL-2 melanoma; 77,000 tested, 4.7% active; AID 1794763
UACC-257: UACC-257 melanoma | 78,000 tested, 4.4% active | AID 1794764
UACC-62: UACC-62 melanoma. 81,000 tested, 5.4% active. AID 1794756
T-47D: T-47D breast cancer | 79,000 tested, 5% active | AID 1794792
HS 578T: HS 578T breast cancer. 78,000 tested, 4.1% active
BT-549: BT-549 breast cancer; 78,000 tested, 4.4% active
An asterisk follows results filed as active; / = no result given. The calls were made as follows: active = growth percent below 10; inactive = the rest.

SMILES	MALME-3M	LOX IMVI	SK-MEL-2	UACC-257	UACC-62	T-47D	HS 578T	BT-549
COc1cc2c3c(n(C4COC4)c(=O)c2cc1OC)-c1cc2c(cc1C3=O)OCO2	103.0	89.3	108.3	/	78.9	91.7	107.1	94.2
Cc1cc(N=NC(=N)N)ccc1NN=C(N)N	/	98.4	/	141.6	84.2	94.9	124.4	/
NS(=O)(=O)Oc1ccc(NC(=O)c2ccncc2)cc1	120.6	101.2	110.5	106.1	102.0	108.6	109.5	98.3
O=C1NC(=O)/C(=C/c2ccc3nccc(-c4ccncc4)c3c2)S1	-42.7*	-40.8*	/	-33.5*	-74.2*	-41.7*	/	-36.7*
COc1c(Br)cc(C(c2cc(Br)c(OC)c(Br)c2)c2ccccc2C(=O)O)cc1Br	91.3	96.6	114.4	/	97.9	93.6	100.6	82.8
O=C(c1ccccc1)N1CCN(c2ccccc2)CC1	83.4	105.7	102.8	94.2	99.5	90.5	124.1	95.1
CCCCC(O)(CCCC)CCCC	106.6	98.2	99.1	98.9	102.3	/	114.7	61.8
CC1CSC(=C(C#N)C#N)S1 (configuration not stated)	109.0	100.9	91.5	97.1	98.4	93.8	106.2	112.6
Cc1cc(N=C2NC(=O)/C(=C/c3cc(C(C)(C)C)c(O)c(C(C)(C)C)c3)S2)no1	62.1	42.9	82.0	63.6	62.6	55.2	23.1	82.5
Cc1ccc(NCCN2CCCCC2)c2c(=O)c3ccccc3sc12	22.1	-50.1*	45.6	-43.0*	-3.0*	28.7	-8.3*	58.6
Cc1ccc(NC(=O)Nc2ccc(Nc3ncnc4sc5c(c34)CCOC5)cc2)cc1Cl	98.2	97.3	/	88.8	95.4	58.5	/	101.2
COc1ccc(Nc2nc(C)c(/C(C)=N\NC(N)=S)s2)cc1	90.2	95.5	101.6	93.4	94.2	63.1	107.2	104.0
CCOC(=O)Cn1c(=O)c2c(c3ccccc3n2C)n2nnc(-c3ccccc3)c12	117.5	91.1	98.3	102.4	102.3	103.9	106.8	114.4
CN(C)c1nc(NCCNS(=O)(=O)c2ccc(C(=O)/C=C/c3ccc(Cl)cc3)cc2)nc(Nc2ccc(F)cc2)n1	-46.6*	-100.0*	-56.5*	-4.5*	-56.8*	-10.0*	25.8	-66.9*
ClCCOCCOc1ccccc1-c1ccccc1	100.3	90.3	102.0	105.3	102.6	93.5	108.1	107.8
C/C(CC(C)(C)C)=N/O	68.4	94.4	117.5	101.3	99.6	103.4	/	96.5
N#Cc1c(NC(=O)Nc2ccccc2Br)sc2c1CCCC2	89.7	98.2	118.6	105.5	87.1	86.4	101.9	98.6
O=C(NCc1ccc(F)c(Cl)c1)C1C2C(=O)N(c3ccc(Cl)cc3)C(=O)C2C2c3ccccc3C=NN12 (configuration not stated)	64.6	89.3	92.5	103.1	77.6	95.9	88.0	83.5
Cc1c([N+](=O)[O-])oc2c1C(=O)NCCC2	109.4	94.4	110.3	100.6	104.6	102.8	105.8	102.4
COc1ccc(-n2nnc3c(sc4ncccc43)c2=O)cc1	101.8	114.3	107.3	107.5	107.6	97.6	108.0	111.6
COc1ccc(NC(=O)CSc2nnc(-c3ccc4nc(-c5ccccc5)[nH]c4c3)o2)cc1OC	96.4	108.6	103.4	110.2	91.0	83.5	102.3	113.5
CCCCCCCCc1ccc(CC(=O)Nc2ccc(C)cc2C(=O)O)cc1	98.5	69.9	107.1	96.3	78.3	94.4	97.1	95.8
NS(=O)(=O)c1ccc(-n2ncc(NC(=O)Nc3ccc(F)cc3)c2-c2ccccc2)cc1	92.6	86.5	95.5	95.9	83.1	96.7	94.4	105.2
C=C(C)[C@@H]1CC[C@]2(C=O)CC[C@]3(C)[C@H](CC[C@@H]4[C@@]5(C)C/C(=C/c6ccccn6)C(=O)C(C)(C)[C@@H]5CC[C@]43C)[C@@H]12	90.0	/	85.7	84.6	73.7	37.7	84.3	85.5
O=C1c2c(c3c4cc(F)ccc4oc3c3[nH]c4ccc(Br)cc4c23)C(=O)N1O	7.4*	/	5.6*	88.5	18.6	23.9	-4.2*	1.2*
CC(N1CN2C[C@H](C)N3CN(C(C)C45CC6CC(CC(C6)C4)C5)CN4C[C@@H](C)N(C1)C2C43)C12CC3CC(CC(C3)C1)C2 (some centres not stated)	99.5	94.3	109.0	105.1	99.4	106.6	94.8	98.4
CCCCCCNC(=O)/C(=C/C=C/c1ccccc1)NC(=O)c1ccccc1	/	91.8	95.9	80.4	80.6	85.1	89.3	98.1
Cc1ccc(COc2cccc(/C=C3/N=C4SCCCN4C3=O)c2)cc1	/	92.5	101.9	/	81.8	83.8	92.7	99.0
C#Cc1ccc(-n2c(/C=C/c3cc(OC)cc(OC)c3)nc3ncccc3c2=O)cc1	83.2	76.2	53.7	66.3	85.8	71.8	88.0	65.2
Nc1cc(C(=O)N/N=C\c2ccc(OC(F)F)c(OC3CCCC3)c2)nn1CC(O)c1ccccc1 (configuration not stated)	112.1	99.1	101.4	104.2	89.4	83.6	108.7	117.9

Results in UACC-62, UACC-257 and BT-549, for 2 of the compounds above:
SMILES | UACC-62 | UACC-257 | BT-549
CCCCCCNC(=O)/C(=C/C=C/c1ccccc1)NC(=O)c1ccccc1 | 80.6 | 80.4 | 98.1
COc1ccc(NC(=O)CSc2nnc(-c3ccc4nc(-c5ccccc5)[nH]c4c3)o2)cc1OC | 91.0 | 110.2 | 113.5

The list goes on:
SMILES	MALME-3M	LOX IMVI	SK-MEL-2	UACC-257	UACC-62	T-47D	HS 578T	BT-549
O=C(COc1cc(Cl)c(Cl)cc1Cl)Nc1cccc(O)c1	88.3	98.7	122.8	103.4	92.1	94.0	125.1	87.8
CC(C)(C)c1ccc(NCc2cn(-c3ccc(C(=O)O)cc3)nc2-c2ccc(C#N)cc2)cc1	42.9	23.5	53.1	45.5	8.6*	21.4	37.4	-2.1*
CCCCCCOC(=O)N1CCCCC1CCCC (configuration not stated)	108.8	103.7	109.0	104.1	113.1	106.3	111.0	108.5
CCOC(=O)c1ccc(NC(=O)CS(=O)(=O)c2ccc(C)cc2)cc1	95.4	97.6	100.9	99.4	95.3	96.5	98.6	/
COC(=O)C(Cl)(Cl)N=Nc1c(Cl)cc(Cl)c(C)c1Cl	86.8	81.6	93.4	95.3	87.5	70.5	103.6	/
CCC(CCC(C)C1CCC2C3CC=C4CC(O)CCC4(C)C3CCC12C)C(C)C (configuration not stated) (tested in a mixture with another compound)	138.2	99.1	24.3	/	95.0	95.3	87.3	/
COC(CCCl)(CCCl)OC	101.9	100.4	123.9	106.6	115.2	102.7	101.9	115.1
CC1OC(OC2C(Oc3cc(O)c4c(c3)O[C@H](c3ccc(O)cc3)CC4=O)OC(CO)C(O)C2O)C(O)C(O)C1O (some centres not stated)	92.8	94.5	109.2	109.8	107.3	95.6	104.9	99.5
CCCCCN1C(=O)/C(=c2\sc3n(c2=O)C2C(NN=3)N(CCC)C(=O)N2CCC)c2ccccc21 (configuration not stated)	77.8	86.4	94.0	100.1	82.5	90.0	65.3	85.9
O=[N+]([O-])c1ccc(S(=O)(=O)NN=C2CCCCC2)cc1	100.7	95.0	147.3	95.6	117.4	106.9	140.9	95.5
CC(=O)Oc1ccc(OCc2ccccc2)cc1	119.6	99.9	99.9	77.5	92.9	91.6	94.1	90.7
Cn1cc(CCn2cnc(-c3cnn(C)c3)c2-c2ccc(C#N)cc2)cn1	115.3	97.4	109.6	82.6	93.9	103.0	97.5	106.0
O=C(NC1CCN(c2ccc3nnc(Cl)n3n2)CC1)c1ccccc1	115.3	97.2	112.7	101.5	93.0	97.9	91.3	106.3
S=c1nc(-c2ccccc2)cc(-c2cn(-c3ccccc3)nc2-c2ccc(OCc3ccccc3)cc2)[nH]1	102.9	95.6	94.2	94.6	85.1	82.3	91.4	102.8
Cc1cc(OCc2cccc(-c3ccc4c(c3)OCCO4)c2C)cc(OCc2cccc(C#N)c2)c1C=O	103.6	93.4	100.6	95.4	82.0	83.8	98.2	102.7
O=C(c1c[nH]c2ccccc12)C1OC12C(=O)Nc1ccccc12 (configuration not stated)	79.3	70.2	92.8	78.0	84.5	79.9	73.5	130.2
O=C1CSC(N2N=C(c3cc4ccccc4o3)CC2c2c[nH]c3ccccc23)=NN1 (configuration not stated)	/	93.5	104.9	106.3	82.0	82.8	101.3	91.5
CCCCCCNC(=O)Oc1ccc(/C(=C(/CC)Cc2ccccc2)c2ccc(OCCN(CC)CC)cc2)cc1	17.4	80.1	99.8	86.0	87.6	56.1	69.7	95.2
N=C1NC(=O)/C(=C/c2cn(-c3ccccc3)nc2-c2ccccc2)S1	101.3	88.5	98.7	110.1	94.6	79.1	82.2	98.2
C=CCNC(N)=S	113.2	102.5	/	104.9	90.2	106.3	105.8	115.3
CCC(=O)N1CCNc2nc(N)[nH]c(=O)c21	103.0	100.0	105.7	85.9	/	97.3	116.7	88.4
Cc1cccc2cc(-c3cc4ccccc4[nH]3)/c(=N/C(=O)Nc3ccccc3)oc12	93.5	/	105.9	111.9	87.1	74.8	90.1	98.4
Nc1c(Cl)cc(N=Nc2ccccc2)cc1Cl	/	/	61.3	100.3	57.5	49.6	94.8	/
CNC1(C(N)=O)CCNCC1	125.6	103.6	113.5	108.5	96.9	96.9	105.5	92.3
Cc1cn(C2CC(O)C(COP(=O)(O)O)O2)c(=O)[nH]c1=O (configuration not stated)	108.0	104.7	87.8	110.8	101.5	102.6	98.3	103.9
CC1=CSc2ncnc3ncn1c23	109.7	100.7	137.3	95.9	95.9	85.5	108.9	/
C/C=C\C=N\NC(=O)N/N=C\C=C\C	102.9	100.7	/	116.3	108.5	113.1	99.0	/
NS(=O)(=O)c1ccc(C(=O)NNCCC(=O)c2ccc3ccccc3c2)cc1	91.4	94.1	101.1	96.5	98.8	92.6	94.6	104.7
O=C(O)c1ccccc1N/C=C/C(=O)c1cc2ccccc2oc1=O	92.6	93.1	100.3	107.2	93.5	77.7	86.8	97.2
NC(=O)NC(=O)c1nc2ccccc2[nH]c1=O	97.9	96.7	98.4	92.9	100.6	99.4	92.0	101.7
C[C@]1(COc2ccc(N3CCC(Oc4ccc(OC(F)(F)F)cc4)CC3)cc2)Cn2cc([N+](=O)[O-])nc2O1	106.6	95.1	98.4	92.4	89.1	76.0	101.0	101.4
CCCCOc1ccc(CCO)cc1	82.1	107.1	103.5	100.2	100.5	105.9	100.4	94.5
CCN(CC)CC(=O)Nc1nccs1	95.1	100.4	109.2	94.4	103.8	85.7	101.9	81.1
O=S1(=O)CCN(C2CCCC2)CC1	106.9	98.1	113.1	104.1	102.3	98.9	95.9	99.9
O=c1[nH]c(=O)c2[nH]c(Cl)nc2[nH]1	100.7	94.0	113.5	118.6	94.5	117.0	96.9	110.9
CC(C)C(NC(=O)OCc1ccccc1)C(=O)N(C(=O)NC1CCCCC1)C1CCCCC1 (configuration not stated)	90.7	77.3	86.6	90.0	74.5	/	90.5	97.0
NC(=O)c1ccc(-c2c3ccccc3cc3c2ccc2ccccc23)cc1	54.7	33.3	43.7	52.4	33.4	60.4	-12.4*	29.1
Cc1ccc(C2=Nc3c(ccc4c(C)c(C)c(=O)oc34)OC2)cc1	104.3	94.5	95.8	/	106.6	89.8	109.9	94.0
COC(=O)[C@H](Cc1cnc[nH]1)NC(=O)[C@@H](OC)[C@@H]1Cc2cc3cc(OC4CC(OC5CC(O)C(O)C(C)O5)C(O)C(C)O4)c(C)c(O)c3c(O)c2C(=O)[C@H]1OC1CC(OC2CC(OC3CC(C)(O)C(O)C(C)O3)C(O)C(C)O2)C(O)C(C)O1 (some centres not stated)	44.7	13.7	/	78.8	23.3	49.4	34.1	60.6
CC(C)OC(=O)Nc1c(C(C)C)cccc1C(C)C	101.9	/	/	111.5	81.5	105.0	107.8	109.6
CC(C(c1ccccc1)C(Br)C(=O)c1ccccc1)[N+](=O)[O-] (configuration not stated)	90.3	90.6	117.0	107.4	99.6	97.3	93.1	102.7
COc1cc(-c2nc(SC(C)C)nc(Nc3ccccc3C)c2C#N)cc(OC)c1OC	103.8	102.1	103.1	112.5	97.2	/	103.6	109.2
O=C(Cn1c(C(=O)c2ccccc2)nc2ccccc21)c1ccc(F)cc1	57.2	61.3	60.7	75.2	37.1	58.7	56.2	60.2

Molecules above that have a Cl atom, in the order listed:
SMILES	MALME-3M	LOX IMVI	SK-MEL-2	UACC-257	UACC-62	T-47D	HS 578T	BT-549
Cc1ccc(NC(=O)Nc2ccc(Nc3ncnc4sc5c(c34)CCOC5)cc2)cc1Cl	98.2	97.3	/	88.8	95.4	58.5	/	101.2
CN(C)c1nc(NCCNS(=O)(=O)c2ccc(C(=O)/C=C/c3ccc(Cl)cc3)cc2)nc(Nc2ccc(F)cc2)n1	-46.6*	-100.0*	-56.5*	-4.5*	-56.8*	-10.0*	25.8	-66.9*
ClCCOCCOc1ccccc1-c1ccccc1	100.3	90.3	102.0	105.3	102.6	93.5	108.1	107.8
O=C(NCc1ccc(F)c(Cl)c1)C1C2C(=O)N(c3ccc(Cl)cc3)C(=O)C2C2c3ccccc3C=NN12 (configuration not stated)	64.6	89.3	92.5	103.1	77.6	95.9	88.0	83.5
O=C(COc1cc(Cl)c(Cl)cc1Cl)Nc1cccc(O)c1	88.3	98.7	122.8	103.4	92.1	94.0	125.1	87.8
COC(=O)C(Cl)(Cl)N=Nc1c(Cl)cc(Cl)c(C)c1Cl	86.8	81.6	93.4	95.3	87.5	70.5	103.6	/
COC(CCCl)(CCCl)OC	101.9	100.4	123.9	106.6	115.2	102.7	101.9	115.1
O=C(NC1CCN(c2ccc3nnc(Cl)n3n2)CC1)c1ccccc1	115.3	97.2	112.7	101.5	93.0	97.9	91.3	106.3
Nc1c(Cl)cc(N=Nc2ccccc2)cc1Cl	/	/	61.3	100.3	57.5	49.6	94.8	/
O=c1[nH]c(=O)c2[nH]c(Cl)nc2[nH]1	100.7	94.0	113.5	118.6	94.5	117.0	96.9	110.9
